Assay outcomes deposited in PubChem by Johns Hopkins Ion Channel Center.
RGS4 act = potentiators or activators of RGS4; 310,000 compounds, 0.92% hits; B-score at 10 µM; HEK293 M3R/inducible RGS4, carbachol calcium flux Fluo4; active compounds read low; AID 463111;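 active means B-score of the integrated calcium signal more than 4 SD below the library mean, with starting fluorescence not abnormally high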;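 further: negative B-score means reduced calcium response which marks RGS4 activation or potentiation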
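Assay system: HEK293 FlpIn-TREx cells, stable M3R, doxycycline-inducible RGS4 / Probe or stimulus: carbachol, ECmax concentration / Times: overnight RGS4 induction, 30 min dye load 37 °C, 20 min compound RT / Signal: kinetic calcium fluorescence imaging with Fluo4-AM dye, 2 µM / Measure: Agonist-evoked peak-minus-minimum fluorescence over baseline, integrated ratio, B score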
ANO1 block = blocks the mouse calcium-activated chloride channel TMEM16A | HEK293 TMEM16A/YFP iodide influx fluorescence, ionomycin | 310,000 compounds, 1.2% hits | normalized B-score (activity score, 25-100; higher = stronger inhibition) at 10 µM | Q8BHY3;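 active means ratio plate-corrected score three or more library SD toward inhibition, starting fluorescence score within five deviations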;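 further: score derived from kinetic fluorescence span divided by baseline fluorescence per well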
TMEM16A act = activates or potentiates the mouse TMEM16A chloride channel | HEK293 TMEM16A/YFP-H148Q/I152L, iodide quench fluorescence; active compounds read low | B-score at 10 µM | 340,000 compounds, 0.3% hits | AID 623877 | Q8BHY3;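 active means fluorescence-ratio B-score plate-corrected deviation score at least 3 library SD below zero, with starting fluorescence score within 5 deviations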;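 further: channel opened by trigger with iodide after compound preincubation; score built on the fluorescence ratio of max minus min over baseline; more negative score means more quench and so TMEM16A activation or potentiation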
RGS4 inh = human RGS4 inhibition | P49798 | HEK293 M3R/RGS4 inducible, Fluo-4 calcium flux; active compounds read high; triggered by carbachol at its EC20 | B-score at 10 µM | 310,000 compounds, 0.45% hits | AID 463165;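 active means B-score, a plate-corrected calcium signal, over three deviations above library mean, with baseline fluorescence within five deviations of library mean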;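 further: RGS4 expression induced by doxycycline in cells with stable M3 receptor; B-score is computed from the integrated fluorescence ratio over baseline after carbachol; higher B-score means a larger calcium signal and so more RGS4 inhibition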
KCNQ1 block = human KCNQ1 channel inhibition. CHO-K1 KCNQ1, FluxOR thallium flux fluorescence; active compounds read high. 310,000 compounds, 1.3% hits. B-score at 10 µM. P51787;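 active means compounds whose thallium flux B-score, printed positive for inhibition, exceeds three library SD while starting fluorescence stays within three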;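 further: channel opened by potassium depolarization with thallium stimulus after 20 min compound exposure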
MrgX1 agonist = activates human MrgX1 receptor signaling; B-score at 10 µM; MrgX1-HEK293 cells, Fluo-4 calcium fluorescence, agonist mode; active compounds read high; 310,000 compounds, 0.44% hits;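 active means calcium response B-score plate-corrected fluorescence ratio at least 3 library SD, with starting fluorescence B-score inside 5 SD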
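Material: MrgX1-expressing HEK293 cells; input: 15,000 cells per well; doses: test compound given as first of three sequential additions; schedule: overnight plating before 1 h dye loading; technique: Fluo-4 NW calcium-flux fluorescence, kinetic read; evaluation: baseline-normalised fluorescence change ratio, B-scored; control set: plate-wise positive and negative controls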
KCNK3 inh = human KCNK3 channel inhibition, primary screen; CHO-KCNK3 thallium flux, FluxOR fluorescence; active compounds read low; O14649; B-score at 10 µM; AID 602410; 340,000 compounds, 0.84% hits;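 active means B-score under library mean minus 4 SD, starting fluorescence ratio at most library mean plus 5 SD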;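 further: more negative B-score means stronger inhibition of thallium flux through KCNK3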
KCNQ1 pot = potentiates or activates the human KCNQ1 potassium channel; CHO-K1 KCNQ1, thallium flux FluxOR fluorescence; active compounds read high; B-score at 10 µM; P51787; AID 2648; 310,000 compounds, 0.35% hits;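 active means fluorescence ratio B-score, a plate-corrected score, at least three library SD, with initial intensity B-score within 5 SD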
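Test system: CHO-K1 cells stably expressing KCNQ1 / Medium: assay buffer / Also added: depolarizing K+/Tl+ stimulus, K2SO4 and Tl2SO4 each 12.5 mM in 5x stock / Incubation: 90 min dye loading and 20 min compound exposure, both at room temperature / Signal: thallium influx via FluxOR fluorescence, kinetic imaging / Evaluation: B score of baseline-normalized fluorescence ratio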
MrgX1 allo act = allosterically activates human MrgX1 receptor signaling; Q96LB2; MrgX1-HEK293, Fluo-4 calcium flux, FDSS; active compounds read high; B-score at 10 µM; 310,000 compounds, 0.63% hits;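 active means plate-corrected calcium response at least 3 library SD above typical, normal starting fluorescence, not activating the receptor alone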;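 further: compound read alongside a low EC10 to EC30 dose of BAM8-22 agonist; peak minus trough fluorescence over baseline measured at the second addition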
KCNK9 block = inhibitors of human KCNK9 two-pore domain potassium channel. Q9NPC2. HEK293 KCNK9, FluxOR thallium flux fluorescence; active compounds read low. B-score at 10 µM. 310,000 compounds, 1.2% hits;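 active means ratio B-score over 3 SD below the library mean, with starting fluorescence within 5 SD of its mean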;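 further: negative B-score means less thallium flux so channel inhibition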
hERG rescue = hERG (human) protection from proarrhythmic block | AID 1511 | activation (rescue from dofetilide block), less the hit threshold, % at 10 µM | CHO-hERG, FluxOR thallium flux, dofetilide IC70 present | Q12809 | 310,000 compounds, 0.51% hits;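 active means activation above the mean of controls blocked by dofetilide plus 5 SD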;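 further: thallium influx through hERG after potassium depolarization seen as dye fluorescence rise; in these data hits start at about 4.7%; inactives centre near -7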
Target sequence (Q12809 whole entry, looked up): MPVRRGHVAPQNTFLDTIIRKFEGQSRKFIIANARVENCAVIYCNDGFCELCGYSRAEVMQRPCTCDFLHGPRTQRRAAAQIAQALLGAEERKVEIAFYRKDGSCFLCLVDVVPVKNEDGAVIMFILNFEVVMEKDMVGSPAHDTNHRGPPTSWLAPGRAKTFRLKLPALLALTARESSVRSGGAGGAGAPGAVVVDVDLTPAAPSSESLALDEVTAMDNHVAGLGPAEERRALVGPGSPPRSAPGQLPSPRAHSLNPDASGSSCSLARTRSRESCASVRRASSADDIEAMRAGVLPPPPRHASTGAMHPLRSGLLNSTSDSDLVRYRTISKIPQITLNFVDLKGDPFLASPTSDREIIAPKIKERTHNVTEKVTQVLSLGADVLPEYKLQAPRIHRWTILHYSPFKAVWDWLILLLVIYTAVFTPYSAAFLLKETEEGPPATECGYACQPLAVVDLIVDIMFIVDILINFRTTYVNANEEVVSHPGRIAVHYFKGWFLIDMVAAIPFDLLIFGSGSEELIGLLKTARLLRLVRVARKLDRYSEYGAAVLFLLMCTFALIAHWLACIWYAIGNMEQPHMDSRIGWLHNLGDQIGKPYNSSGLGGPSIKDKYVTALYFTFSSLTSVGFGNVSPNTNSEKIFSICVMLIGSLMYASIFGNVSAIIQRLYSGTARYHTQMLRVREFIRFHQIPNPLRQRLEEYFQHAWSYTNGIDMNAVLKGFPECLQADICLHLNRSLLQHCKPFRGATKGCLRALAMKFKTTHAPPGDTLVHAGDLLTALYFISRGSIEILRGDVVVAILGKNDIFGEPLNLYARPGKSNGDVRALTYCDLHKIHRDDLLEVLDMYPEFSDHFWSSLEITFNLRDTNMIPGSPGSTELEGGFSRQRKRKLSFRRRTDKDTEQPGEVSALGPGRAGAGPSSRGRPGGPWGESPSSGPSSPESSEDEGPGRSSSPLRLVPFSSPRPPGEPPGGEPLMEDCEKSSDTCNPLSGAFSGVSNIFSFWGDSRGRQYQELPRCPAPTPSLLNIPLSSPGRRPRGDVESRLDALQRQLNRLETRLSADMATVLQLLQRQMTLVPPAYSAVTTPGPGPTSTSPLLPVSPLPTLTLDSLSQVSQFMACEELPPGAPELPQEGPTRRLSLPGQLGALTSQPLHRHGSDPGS
* hit, by the source's call; i = inactive; . = no result given. Hits appear at their usual frequency. Share with any hit: about 6.3%.

SMILES	RGS4 act	ANO1 block	TMEM16A act	RGS4 inh	KCNQ1 block	MrgX1 agonist	KCNK3 inh	KCNQ1 pot	MrgX1 allo act	KCNK9 block	hERG rescue
CCCOc1ccc(NC(=O)CC2C(=O)N(C)C(=S)N2Cc2cccs2)cc1 (centres undefined)	i	i	i	i	i	i	i	i	i	i	-6
O=C1CC(NS(=O)(=O)c2cccs2)CN1c1ccccc1 (centres undefined)	i	i	i	i	i	i	i	i	i	i	-5
COc1ccc(C(=O)NNC(=S)NC(=O)c2cccnc2)cc1	i	i	i	i	i	i	i	i	i	i	-20
CCOc1ccc(-n2nnnc2SCC(=O)NC2CCCC2)cc1	i	i	i	i	i	i	i	i	i	i	-11
O=C(NC1CCCCC1)C(c1ccncc1)N(Cc1ccc2c(c1)OCO2)C(=O)C(F)(F)F (centres undefined)	i	i	i	i	i	i	i	i	i	i	-9
c1ccc(Oc2nnc(-c3cccs3)c3ccccc23)cc1	i	i	i	i	i	i	i	i	i	i	-3
CC(=O)n1cc([C@@H]2C=C(C(=O)N3CCN(C)CC3)O[C@H](OCc3ccc(CO)cc3)C2)c2ccccc21	i	i	i	i	i	i	i	i	i	i	-7
CC(C)N1CCc2c(sc(NC(=O)Cc3ccccc3)c2C#N)C1	i	i	i	i	i	i	i	i	i	i	-9
CCC(C)(C)C1CCc2[nH]nc(C(=O)NCc3ccc(Cl)cc3)c2C1 (centres undefined)	.	i	i	.	.	i	i	.	i	.	.
COc1cc(-c2cc(C(=O)Nc3ccc(N4CCOCC4)cc3)c3ccccc3n2)cc(OC)c1OC	i	i	i	i	i	i	i	i	i	i	-5
COc1ccccc1Nc1nc(C2(C)CCC(=O)O2)cs1 (centres undefined)	i	i	i	i	i	i	i	i	i	i	-1
CCOc1ccc(CN2CCN(C3CCSCC3)CC2CCO)cc1 (centres undefined)	i	i	i	i	i	i	i	i	i	i	-9
COCCNCCCCOc1ccc(C)cc1[N+](=O)[O-]	i	i	i	i	i	i	i	i	i	i	-6
COc1ccc(Cc2noc(CN(C)Cc3cccc(-n4cccn4)c3)n2)cc1OC	i	i	i	i	i	i	i	i	i	i	-15
Cc1cccc(NS(=O)(=O)c2ccc3c(c2)NC(=O)CO3)c1C	i	i	i	i	i	i	i	i	i	i	-5
C=CCN=C1CC(C)(C)CC(=O)/C1=C(\O)c1ccccc1	i	i	i	i	i	i	i	i	i	i	-15
Cc1nnc(SCc2cccc([N+](=O)[O-])c2)o1	i	i	i	i	i	i	i	i	i	i	-6
CC(C)c1ccc(C(=O)CSc2ncn[nH]2)cc1	i	i	i	i	i	i	i	i	i	i	-3
Cc1ccc(S(=O)(=O)N(CC(=O)c2ccc(Cl)cc2)C(=O)N2CCN(C)CC2)cc1	i	i	i	i	i	i	i	i	i	i	-4
O=C(Nc1nnc(SCC(=O)N2CCOCC2)s1)c1ccccc1Cl	i	i	i	i	i	i	i	i	i	i	-6
CCC(C)C1C(C#N)=C(N)OC2=C1C(=O)CC(C)(C)C2 (centres undefined)	i	i	i	i	i	i	i	i	i	i	-8
O=C(CCNS(=O)(=O)c1ccc(Cl)cc1)N1CCCCCC1	i	i	i	i	i	i	i	i	i	i	-12
COc1ccc(CC2(CO)CCN(Cc3cnn(-c4ccccc4)c3)CC2)cc1	i	i	i	i	i	i	i	i	i	i	-14
C/C(=N\NC(=O)Cc1c(Cl)cccc1Cl)c1cccnc1	i	i	i	i	i	i	i	i	i	i	-11
OCC(Cc1ccc2c(c1)OCO2)C(CO)Cc1ccc2c(c1)OCO2 (centres undefined)	i	i	i	i	i	i	i	i	i	i	-7

Following part:
SMILES	RGS4 act	ANO1 block	TMEM16A act	RGS4 inh	KCNQ1 block	MrgX1 agonist	KCNK3 inh	KCNQ1 pot	MrgX1 allo act	KCNK9 block	hERG rescue
COc1ccc(NC(=O)c2oc3ccccc3c2C)c(OC)c1	i	i	i	i	i	i	i	i	i	i	-13
CCOc1ccccc1NC(=O)CSc1nnc(Cc2cccn2C)n1-c1ccc(F)cc1	i	i	i	i	i	i	i	i	i	i	-6
CCOc1ccc(CCNC(=O)C2CC(=O)N(CCc3ccc(OC)c(OC)c3)C2)cc1OCC (centres undefined)	i	i	i	i	i	i	i	i	i	i	-9
COc1ccc(N2CCOCC2)c(NC(=O)c2ccc(Br)o2)c1	i	i	i	i	i	i	i	i	i	i	-8
CCc1cc(C(=O)O)c(NC(=O)/C=C/c2ccc(OC)c(OC)c2)s1	i	i	i	i	i	i	i	i	i	i	-4
N#Cc1cnc(Oc2ccc(Cl)cc2)nc1N	i	i	i	i	i	i	i	i	i	i	-5
Cc1nc2ccc(S(=O)(=O)N(C)CC(=O)Nc3ccccc3F)cc2s1	i	i	i	i	i	i	i	i	i	i	2
CCOC(=O)C1(CC)NC(c2ccco2)C2C(=O)N(CC)C(=O)C21 (centres undefined)	i	i	i	i	i	i	i	i	i	i	-19
CCc1ccccc1NC(=O)c1ccc2nc(N3CCOCC3)sc2c1	i	i	i	i	i	i	i	i	i	i	-9
CN(C)CCCN1C(=O)C(=O)/C(=C(/O)c2ccncc2)C1c1cccc(Br)c1 (centres undefined)	i	i	i	i	i	i	i	i	i	i	-3
COc1ccc(CC(=O)OCC(=O)Nc2ccc3[nH]c(=O)[nH]c3c2)cc1	i	i	i	i	i	i	i	i	i	i	-16
O=C(Cn1cccc1C(=O)c1ccccc1)NCc1cccs1	i	i	i	i	i	i	i	i	i	i	-8
CCOC(=O)c1nnn(-c2nonc2N)c1CN(CC)c1ccccc1	i	i	i	i	i	i	i	i	i	i	-4
S=C(NCc1cccnc1)c1ccccc1	i	i	i	i	i	i	i	i	i	i	-6
O=C(NCc1ccc(F)cc1)C1CCN(S(=O)(=O)c2ccc3c(c2)OCCCO3)CC1	i	i	i	i	i	i	i	i	i	i	-11
CCC(C)c1ccccc1N1CC(C(=O)Nc2ccc(S(=O)(=O)N3CCOCC3)cc2)CC1=O (centres undefined)	i	i	i	i	i	i	i	i	i	i	-4
CNCCc1ccccn1	i	i	i	i	i	i	i	i	i	i	-5
CCOc1cc(/C=N/NC(=O)CSc2nncn2C)ccc1OC(=O)c1ccc(Cl)cc1	i	i	i	i	i	i	i	i	i	i	-11
COC(=O)c1sccc1NC(=O)CC1C(=O)NCCN1C(=O)c1c(F)cccc1Cl (centres undefined)	i	i	i	i	i	i	i	i	i	i	-7
CC(C)c1nccn1S(=O)(=O)c1cccc([N+](=O)[O-])c1	.	i	i	.	.	i	i	.	i	.	.
Brc1cccc(CN2CCCCCC2)c1	i	i	i	i	i	i	i	i	i	i	-4
C=CCN1CC(c2nc3ccccc3n2Cc2ccccc2)CC1=O (centres undefined)	i	i	i	i	i	i	i	i	i	i	-12
COc1ccc2c(c1)OC[C@H]1[C@H]2N2C(=O)c3cc(Br)ccc3NC(=O)[C@@]2(C)[C@H]1c1ccccc1	.	i	i	.	.	i	i	.	i	.	.
O=C(Nc1cccc(Cl)c1)Nc1nccs1	i	i	i	i	7*	i	i	i	i	i	-6
O=C(COc1coc(CN2CCN(c3ccccc3)CC2)cc1=O)NC1CCCCC1	i	i	i	i	i	i	i	i	i	i	-11

(more compounds)
SMILES	RGS4 act	ANO1 block	TMEM16A act	RGS4 inh	KCNQ1 block	MrgX1 agonist	KCNK3 inh	KCNQ1 pot	MrgX1 allo act	KCNK9 block	hERG rescue
COc1ccc(CC(C)Nc2cccc(SC)c2)cc1 (centres undefined)	i	i	i	i	i	i	i	i	i	i	-9
Cc1cc(C)c2c(c1)cc(C)c1nnc(SCC(=O)Nc3ccc(S(=O)(=O)N4CCCCC4)cc3)n12	i	i	i	i	i	i	i	i	i	i	-9
CCN(c1ccccc1)S(=O)(=O)c1cccc(C(=O)NCc2ccncc2)c1	i	i	i	i	i	i	i	i	i	i	-7
COc1ccc(/C(C)=N/N=C(N)N)c(O)c1	i	i	i	i	i	i	i	i	i	i	1
COc1cccc(NC(=O)c2ccc(S(=O)(=O)NCc3cccnc3)cc2)c1	i	100*	i	i	i	i	i	i	i	i	-8
O=C(NCc1cccnc1)c1ccc(Cl)cc1[N+](=O)[O-]	i	i	i	i	i	i	i	i	i	i	-9
CCCCCCn1c(CN2CCN(CCO)CC2)nc2c1c(=O)n(C)c(=O)n2C	i	i	i	i	i	i	i	i	i	i	-15
COC(=O)c1cccc(NC(=O)CN2CCC(NC(=O)c3cc(OC)c(OC)c(OC)c3)CC2)c1	i	i	i	i	i	i	i	i	i	i	-21
O=C(Cn1nc(C(F)(F)F)c2c1CCCC2)NC1CCCC1	i	i	i	i	i	i	i	i	i	i	-12
Cc1ccccc1NC(=S)N1CCCCCC1	i	i	i	i	i	i	i	i	i	i	-10
Cc1ccc2occ(/C=N/NC(=O)[C@@H](N)Cc3ccccc3)c(=O)c2c1	i	i	i	i	i	i	i	i	i	i	-15
Cc1ccc(CS(=O)(=O)CCC(=O)NCCCN2CCCC2)cc1	i	i	i	i	i	i	i	i	i	i	-3
CCOC(=O)c1ccc(NC(=O)c2cn(CCC#N)nc2-c2ccc3c(c2)OCCO3)cc1	i	i	i	i	i	i	i	i	i	i	-11
Cc1ccc(NC(=O)c2cccc(NC(=O)CC3SC(N4CCCCC4)=NC3=O)c2)nc1 (centres undefined)	i	i	i	i	i	i	i	i	i	i	-17
O=C(CSc1ncnc2ccccc12)NCC(=O)c1ccccc1	i	i	i	i	i	i	i	i	i	i	-12
CCOc1ccc(NC(=O)CN(C)C(=O)c2ccncc2)cc1OCC	i	i	i	i	i	i	i	i	i	i	-3
CCCCn1c(N)c(N(CC(C)C)C(=O)CSc2ccc([N+](=O)[O-])cc2)c(=O)[nH]c1=O	i	i	i	i	i	i	i	i	i	i	-12
Cc1ccc(Sc2nc(C)c([N+](=O)[O-])c(C)c2C#N)cc1	i	i	i	i	i	i	i	i	i	i	-7
